IMP-1 inh: IMP-1 metallo-beta-lactamase inhibitors, primary screen, biochemical, epi-absorbance readout, Pseudomonas aeruginosa enzyme; purified IMP-1, nitrocefin hydrolysis, epi-absorbance fluorescence; inhibition, % at 5.6 µM; 290,000 compounds, 0.45% hits; metallo-beta-lactamase IMP-1 (Pseudomonas aeruginosa);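 active = inhibition above the mean plus 3 SD of all compounds in the same screening run, cut at about 4.5% in these data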;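 also: 0% = IMP-1 with DMSO and 100% = DMSO wells lacking enzyme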
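assay system = purified recombinant IMP-1 metallo-beta-lactamase enzyme | schedule = 15 min preincubation plus 25 min reaction at 25 °C | signal = Epi-absorbance fluorescence, 480 nm excitation, 530 nm emission | read-out basis = percent inhibition from optical density relative to buffer-blank wells | controls = IMP-1 with DMSO as 0%, enzyme-free DMSO as 100%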
NS3 helicase inh: inhibitors of HCV NS3 helicase, primary screen, biochemical, Cy5 molecular beacon fluorescence | Hepatitis C virus NS3 helicase | NS3 helicase DNA unwinding | inhibition, % at 10.9 µM | 290,000 compounds, 0.56% hits;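 active = inhibition above the mean of all tested compounds plus 3 SD, set per campaign, cut at about 35% in these data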;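 also: 0% = DMSO wells and 100% = thioflavine S control wells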
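Measured by: Cy5 fluorescence, 0 and 60 min reads / Assay system: NS3 helicase fragment of HCV / Control set: low DMSO, high thioflavine S at 110 µM / Times: 1 h reaction at 25 °C, ATP-initiated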
MEKK2 WT-MEK5: modulators of MEK5 binding to wildtype MEKK2, primary screen, biochemical, multiplex bead flow cytometry, Alexa488-MEK5. Mitogen-activated protein kinase kinase kinase 2 (Homo sapiens), Q9Y2U5. Alexa488-MEK5 binding to MEKK2 WT; actives lie on both sides. binding response (% of control), % at 10 µM. 290,000 compounds, 1.1% hits; in the data active = binding response below about 67% or above about 130%
MEKK2 mut-MEK5: MEK5 binding signal on mutant MEKK2 PB1, primary screen, biochemical, multiplex bead flow cytometry, Alexa488-MEK5 | percent response, % at 10 µM | AID 1530, 2009 | 290,000 compounds, 0.35% hits | Alexa488-MEK5 binding to MEKK2 mutant; in the data active = percent response above about 24%, passing the limit was not always enough; also: inactives centre near 1; some results filed as inactive read as strong as hits
FID counter: compounds displacing fluorescent DNA intercalator, primary screen, artefact control for HCV NS3 helicase inhibitor project, biochemical, FID fluorescence | inhibition, % at 7.9 µM | 290,000 compounds, 0.17% hits | DNA fluorescent intercalator displacement; in the data active = inhibition above about 37%;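 also: 0% = vehicle and 100% = reference compound; higher means more ethidium bromide displaced from hairpin DNA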
NALP1 yeast inh: NALP1 inflammasome inhibitors in reconstituted yeast, colorimetric, S. cerevisiae, triplicate retest. S. cerevisiae NALP1/ASC/caspase-1 growth, X-gal OD620, 72 h. inhibition, % at 10 µM. 280,000 compounds, 0.61% hits. AID 2071, 2009; in the data active = inhibition mostly above about 24%, no sharp cut-off; inactive = mostly below about 32%; also: some compounds called inactive have numbers as strong as hits
VIM-2 inh: VIM-2 metallo-beta-lactamase inhibitors, primary screen, biochemical, epi-absorbance readout, Pseudomonas aeruginosa enzyme; AID 1527, 2009; inhibition, % at 5.6 µM; 290,000 compounds, 0.89% hits; purified VIM-2, nitrocefin hydrolysis, epi-absorbance fluorescence;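 active = inhibition above the mean of all tested compounds plus 3 SD, cutoff set per screening run, cut at about 7.5% in these data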;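 also: red hydrolysis product quenches plate fluorescence so inhibitors raise well fluorescence; 0% = enzyme with DMSO and 100% = DMSO without enzyme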
UBC9 SUMO inh: inhibitors of in vitro SUMOylation cascade, primary screen, biochemical, HTRF, uHTS. SUMO-conjugating enzyme UBC9 (Homo sapiens), P63279. inhibition, % at 35 µM. HTRF SUMOylation assay, SAE1/SAE2 + UBC9. 290,000 compounds, 0.36% hits; in the data active = inhibition above about 50%, passing the limit was not always enough; also: strong numbers were not always called active
Target sequence (P63279 whole entry, looked up): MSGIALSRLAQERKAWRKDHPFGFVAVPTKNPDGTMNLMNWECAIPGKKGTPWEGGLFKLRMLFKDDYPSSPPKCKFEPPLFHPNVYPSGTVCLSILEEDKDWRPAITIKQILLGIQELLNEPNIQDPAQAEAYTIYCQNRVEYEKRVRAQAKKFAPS
PfM18AAP inh: PfM18AAP inhibitors, malaria aminopeptidase, primary screen, biochemical, QFRET, recombinant enzyme | 290,000 compounds, 1.2% hits | M18 aspartyl aminopeptidase (Plasmodium falciparum 3D7) | H-Glu-NHMec fluorogenic cleavage | inhibition, % at 7.35 µM | AID 1822, 2009;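 active = inhibition above the campaign mean inhibition over all tested compounds plus 3 SD, cut at about 28% in these data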;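 also: 0% = plate median of test compound wells and 100% = 2 mM ZnCl2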
* = called active by the depositor; . = not tested or not shown.

SMILES	IMP-1 inh	NS3 helicase inh	MEKK2 WT-MEK5	MEKK2 mut-MEK5	FID counter	NALP1 yeast inh	VIM-2 inh	UBC9 SUMO inh	PfM18AAP inh
CN(C)c1ccc(P(=O)(OCc2ccccc2)C(O)c2cccnc2)cc1 (stereo not drawn)	-1.8	-4	102	2	-13	16	-5.0	11	0
Cc1sc(NC(=O)c2ccco2)c(C(c2ccncc2)N2CCOCC2)c1C (stereo not drawn)	-2.4	-2	106	2	-16	3	-3.1	6	2
COc1ccc(NC(=O)C(NC(=O)CNC(C)=O)c2ccc(C)cc2)cc1 (stereo not drawn)	-0.8	-1	104	3	-4	12	-2.4	-4	-4
COc1ccc(NC(=O)C2CC(=O)N(c3cccc(C)c3C)C2)cc1 (stereo not drawn)	-3.0	-7	98	-3	-22	-11	-1.1	17	-3
CC(/C=N/Nc1ccc2nncn2n1)=C\c1ccccc1	-1.8	-5	90	-28	-19	.	-0.1	24	3
CC(=O)Nc1ccc(NC(=O)c2ccc(NS(=O)(=O)c3cc(C(C)(C)C)ccc3C)cc2)cc1	-1.7	8	96	-3	-5	7	-1.6	44	-3
COc1ccc(S(=O)(=O)Nc2ccc(S(=O)(=O)NCC3CCCO3)cc2)cc1 (stereo not drawn)	-2.2	-1	105	6	-11	-3	-3.1	-1	1
COc1ccc(OCC(O)Cn2c(Br)nc3c2c(=O)[nH]c(=O)n3C)cc1 (stereo not drawn)	-3.2	3	106	2	1	29	-3.5	10	-1
COc1ccc(Cn2nnc(C(=O)Nc3ccc4c(c3)OCCO4)c2N)cc1Br	-1.8	-12	101	0	-11	17	-1.5	-18	-1
CCCC(=O)n1nc(-c2ccco2)nc1N	-3.0	2	106	13	0	8	-1.6	6	2
[O-][n+]1cccc(C(O)c2ccccc2)c1 (stereo not drawn)	-0.1	-10	101	0	0	2	1.2	4	1
C/C(=C\C(=O)c1ccc(Br)cc1)NCc1ccc(C)cc1	-4.3	0	102	3	-7	8	-3.1	-3	0
C=CCn1c(N)c(C(=O)NCC2CCCO2)c2nc3ccccc3nc21 (stereo not drawn)	-1.9	-9	106	4	-14	0	2.9	95*	-1
O=[N+]([O-])c1ccc(S(=O)(=O)NCC(c2cccnc2)N2CCOCC2)cc1 (stereo not drawn)	-3.7	0	94	-2	2	-8	-1.6	-2	-4
CC(C)(C)NC(=O)C(c1ccc(F)cc1)N(Cc1ccco1)C(=O)CCC(=O)Nc1nccs1 (stereo not drawn)	-2.1	5	90	-4	-40	-1	-3.6	-5	3
CCCC(=O)Nc1cccc(S(=O)(=O)N(C)c2ccccc2)c1	0.2	1	91	-5	-5	42	0.2	2	-4
CC(C(=O)Nc1cccnc1)n1cc([N+](=O)[O-])cn1 (stereo not drawn)	-3.0	-5	103	7	3	2	-1.8	18	3
O=C(CN1C(=O)COc2ccccc21)N1CCN(c2ccccc2F)CC1	-0.9	-5	94	-3	-15	3	0.0	-4	-17
BrC(/C=N/N1CCN(Cc2ccccc2)CC1)=C/c1ccccc1	-3.0	1	109	11	-26	-4	-2.1	-6	6
CCN(CC)S(=O)(=O)c1ccccc1/C=N\O	-0.2	14	100	1	-4	5	-3.0	0	-3
CCCCOc1ccc(CN2CCC(O)CC2)cc1	45*	-11	99	-1	7	15	-2.8	22	2
COc1ccc(Br)cc1S(=O)(=O)n1c([N+](=O)[O-])cnc1C	-0.8	-2	101	1	7	0	-0.1	16	-7
COCCn1c(=O)[nH]c2cc(C(=O)NCC3CCCO3)ccc2c1=O (stereo not drawn)	0.0	-9	98	-1	-6	-3	-2.1	-27	2
O=C1c2ccccc2C(=O)N1CCc1csc(-c2cccc(Cl)c2)n1	-2.8	-1	98	-2	-5	39	-4.1	2	4
CCOc1ccc(-c2noc(CCCC(=O)NC3CCCCC3)n2)cc1OC	-3.9	0	98	1	-42	25	-4.3	1	0
COc1ccc(NC(=O)C(=O)c2cn(CC(=O)N3CCOCC3)c3ccccc23)cc1OC	-2.4	-11	100	2	-40	-14	-6.0	-20	6
NC(=O)[C@@H]1CCCNc2c(F)cc([N+](=O)[O-])cc2C(=O)N[C@@H](CCC(=O)O)C(=O)N[C@@H](CO)C(=O)N1	-2.1	6	97	6	-6	24	-3.9	11	6
CCn1c(SCC(=O)c2cc(C)ccc2C)nc2cc(S(=O)(=O)N3CCOCC3)ccc21	-3.4	-14	93	-3	-34	30	-1.7	-19	1
CCCc1cc(=O)oc2cc(C)cc(OCC(=O)N3CCC(C(=O)O)CC3)c12	-4.4	2	101	4	-30	-2	-1.7	26	-5
COc1ccc(NC(=O)C2CCCN2S(=O)(=O)c2ccc(Cl)cc2)cc1 (stereo not drawn)	-5.4	-5	96	-1	-13	15	-0.2	-13	-1
Cc1nc2ccccn2c1C(=O)NNC(=S)Nc1ccccc1	-3.0	-10	90	-30	0	.	-3.3	10	17
Cc1cc(C(=O)CN2C(=O)NC(C)(c3ccccc3)C2=O)c(C)n1CC1CCCO1 (stereo not drawn)	-4.0	12	112	31	-13	44	-3.1	-2	-1
O=C(CSc1nnc(CCCOc2ccc(Cl)cc2Cl)o1)Nc1ccc(C(=O)O)cc1	-2.1	6	98	-2	-27	23	-3.2	10	9
O=C(NCc1ccccc1Cl)C1CCCN(S(=O)(=O)c2cnc[nH]2)C1 (stereo not drawn)	-3.1	5	104	1	2	8	-1.5	11	-7
Cn1ccnc1CC(O)(c1ccccc1)c1ccccc1	-3.4	-9	113	10	-3	3	-2.5	6	-12
COc1cc(NS(=O)(=O)c2ccc(NC(=S)NC(=O)c3ccco3)cc2)nc(OC)n1	1.0	15	56	-11	-23	.	0.1	2	-2
CCOC(=O)COc1cc(OCC(=O)OCC)c2c(=O)cc(-c3ccccc3)oc2c1	-2.4	-1	105	5	-27	2	-4.1	22	-5
O=C(O)c1ccc(NS(=O)(=O)c2cc(C(=O)O)ccc2Br)cc1	-1.9	-5	111	11	5	.	-1.5	3	2
O=C(NC(Cc1ccccc1)C(=O)O)OCC1c2ccccc2-c2ccccc21 (stereo not drawn)	-1.4	-18	106	6	-10	3	-3.7	5	0
CNS(=O)(=O)c1cc(C(=O)OCC(=O)NC2CCCc3ccccc32)ccc1Cl (stereo not drawn)	-3.7	4	108	0	-12	28	-0.3	-7	0

11 entries already listed, arranged by count of non-hydrogen atoms, high to low:
SMILES	IMP-1 inh	NS3 helicase inh	MEKK2 WT-MEK5	MEKK2 mut-MEK5	FID counter	NALP1 yeast inh	VIM-2 inh	UBC9 SUMO inh	PfM18AAP inh
NC(=O)[C@@H]1CCCNc2c(F)cc([N+](=O)[O-])cc2C(=O)N[C@@H](CCC(=O)O)C(=O)N[C@@H](CO)C(=O)N1	-2.1	6	97	6	-6	24	-3.9	11	6
CC(C)(C)NC(=O)C(c1ccc(F)cc1)N(Cc1ccco1)C(=O)CCC(=O)Nc1nccs1 (stereo not drawn)	-2.1	5	90	-4	-40	-1	-3.6	-5	3
CCOC(=O)COc1cc(OCC(=O)OCC)c2c(=O)cc(-c3ccccc3)oc2c1	-2.4	-1	105	5	-27	2	-4.1	22	-5
Cc1cc(C(=O)CN2C(=O)NC(C)(c3ccccc3)C2=O)c(C)n1CC1CCCO1 (stereo not drawn)	-4.0	12	112	31	-13	44	-3.1	-2	-1
CNS(=O)(=O)c1cc(C(=O)OCC(=O)NC2CCCc3ccccc32)ccc1Cl (stereo not drawn)	-3.7	4	108	0	-12	28	-0.3	-7	0
O=C(CN1C(=O)COc2ccccc21)N1CCN(c2ccccc2F)CC1	-0.9	-5	94	-3	-15	3	0.0	-4	-17
COc1ccc(OCC(O)Cn2c(Br)nc3c2c(=O)[nH]c(=O)n3C)cc1 (stereo not drawn)	-3.2	3	106	2	1	29	-3.5	10	-1
O=C(NCc1ccccc1Cl)C1CCCN(S(=O)(=O)c2cnc[nH]2)C1 (stereo not drawn)	-3.1	5	104	1	2	8	-1.5	11	-7
CC(/C=N/Nc1ccc2nncn2n1)=C\c1ccccc1	-1.8	-5	90	-28	-19	.	-0.1	24	3
CCCCOc1ccc(CN2CCC(O)CC2)cc1	45*	-11	99	-1	7	15	-2.8	22	2
[O-][n+]1cccc(C(O)c2ccccc2)c1 (stereo not drawn)	-0.1	-10	101	0	0	2	1.2	4	1

(cont.)
SMILES	IMP-1 inh	NS3 helicase inh	MEKK2 WT-MEK5	MEKK2 mut-MEK5	FID counter	NALP1 yeast inh	VIM-2 inh	UBC9 SUMO inh	PfM18AAP inh
COC(=O)c1ccc(COc2ncnc3sccc23)cc1	-1.6	-9	98	0	-4	4	-1.5	-1	-12
Cc1ccc(N=Nc2c(C)[nH]n(-c3ccccc3)c2=O)cc1	-2.4	0	101	1	-2	-1	-3.2	9	4
Cc1onc(-c2c(F)cccc2Cl)c1C(=O)Nc1nnc(C2CC2)s1	-1.9	-4	97	-1	-22	24	-5.5	-1	-1
Cc1ccc(C)c(NC(=O)C(c2ccccc2)N2CCOCC2)c1 (stereo not drawn)	0.2	-14	95	-6	-18	-5	1.0	7	1
CC(C)NS(=O)(=O)c1ccc(OCC(=O)N2CCN(c3ccccc3)CC2)cc1	-3.6	4	94	-2	-30	10	2.7	-6	-8
Cc1cccc(Cl)c1NC(=O)N1CCCN(c2ncccc2[N+](=O)[O-])CC1	-1.6	6	105	3	-11	7	-2.0	13	-6
CCOC(=O)CSc1n[nH]c(-c2ccco2)n1	-2.9	-3	97	3	0	-6	1.8	13	0
Cc1ccc(/C=N/NC(=O)CSc2nnc(-c3ccccc3)n2-c2ccc(Cl)cc2)o1	-2.0	2	97	2	-32	40	-1.9	11	3
CCCN1C2CCCC1CC(NC(=O)c1ccc(OC)cc1)C2 (stereo not drawn)	-3.8	21	108	4	3	18	-2.7	4	5
CCOC(=O)c1nn(-c2cccc(OC)c2)c2nc(Nc3ccccc3)cc(=O)n12	-3.3	7	103	2	-9	40	-3.8	-12	3
Cc1cc(C)n(Cc2ccccc2Cl)n1	-2.4	3	106	3	-3	9	-2.7	19	-14
O=c1c(-c2ccc([N+](=O)[O-])cc2)coc2c(O)c(O)ccc12	-4.9	4	101	0	1	.	1.7	0	45*
